AGP1 TOR yeast: yeast TOR pathway AGP1-GFP modulation; S. cerevisiae AGP1-GFP multiplex flow cytometry, 3 h; GFP as percent of DMSO wells; GFP response vs DMSO, % at 10 µM; hit rate 0.02% among 320,000; AID 2066;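 active means GFP response relative to DMSO above a set limit, near screen average plus 3 SD, cut at about 150% in these data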;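 further: median GFP channel fluorescence of the gated AGP1 strain per well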
AHR activator: activators of human aryl hydrocarbon receptor; hit rate 2.5% among 320,000; P35869; activation, % at 5 µM; AHR-responsive luciferase reporter cells, luminescence; in the data active means activation above about 47%;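 further: 0% = vehicle wells and 100% = reference agonist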
Target sequence (P35869 whole entry, looked up): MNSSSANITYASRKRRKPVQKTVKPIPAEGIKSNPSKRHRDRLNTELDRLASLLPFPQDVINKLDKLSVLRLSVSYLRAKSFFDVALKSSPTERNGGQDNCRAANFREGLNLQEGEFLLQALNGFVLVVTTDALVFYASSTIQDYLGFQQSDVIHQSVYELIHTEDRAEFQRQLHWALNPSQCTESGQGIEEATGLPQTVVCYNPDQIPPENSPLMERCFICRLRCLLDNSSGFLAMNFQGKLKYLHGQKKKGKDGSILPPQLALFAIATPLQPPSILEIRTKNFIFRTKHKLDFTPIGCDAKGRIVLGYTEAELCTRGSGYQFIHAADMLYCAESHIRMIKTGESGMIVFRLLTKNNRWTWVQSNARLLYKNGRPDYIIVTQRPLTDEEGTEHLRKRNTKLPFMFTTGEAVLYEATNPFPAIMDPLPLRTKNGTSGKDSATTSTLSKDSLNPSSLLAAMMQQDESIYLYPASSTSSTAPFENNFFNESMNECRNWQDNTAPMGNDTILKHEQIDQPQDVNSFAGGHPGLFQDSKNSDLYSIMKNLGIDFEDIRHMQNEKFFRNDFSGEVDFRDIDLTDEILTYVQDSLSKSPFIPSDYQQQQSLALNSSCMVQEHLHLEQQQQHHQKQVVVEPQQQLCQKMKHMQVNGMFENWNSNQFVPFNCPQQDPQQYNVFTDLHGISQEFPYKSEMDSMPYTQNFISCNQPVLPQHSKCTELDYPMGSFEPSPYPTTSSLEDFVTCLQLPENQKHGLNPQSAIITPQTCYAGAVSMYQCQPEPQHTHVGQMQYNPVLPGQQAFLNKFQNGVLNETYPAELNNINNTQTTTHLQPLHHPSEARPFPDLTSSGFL
RPL19A-GFP yeast: alters RPL19A-GFP fluorescence in TOR pathway yeast screen; S. cerevisiae RPL19A-GFP strain, flow cytometry, 3 h; stronger effect = lower value; percent response vs DMSO, % at 10 µM; hit rate 0.3% among 330,000; AID 2025;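 active means percent response vs DMSO below 50%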;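 further: median channel GFP fluorescence of the barcoded RPL19A-GFP strain; ratio of sample median GFP to plate DMSO average so 100% = DMSO; lower means less RPL19A-GFP as with rapamycin TOR inhibition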
LAP4 TOR yeast: yeast TOR pathway LAP4-GFP modulation | AID 2023 | hit rate 0.34% among 320,000 | S. cerevisiae LAP4-GFP multiplex, flow cytometry GFP, 3 h; median GFP as percent of DMSO wells | GFP response vs DMSO, % at 10 µM;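 active means GFP response vs DMSO above a set limit, about the screen mean plus 3 SD, cut at about 150% in these data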
Efflux pump inh: antifungal efflux pump inhibition, Nile Red retention. inhibition, % at 10 µM. S. cerevisiae Candida pump triplex. hit rate 0.44% among 330,000;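 active means plate passing quality check with inhibition over a set limit, or well fluorescence over plate mean plus 4 SD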;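 further: Nile Red retained in pooled yeast measured as flow cytometry median fluorescence; 0% = buffer negative control and 100% = Enniatin B positive control; higher means more Nile Red kept so more efflux inhibition; some compounds called inactive have numbers as strong as hits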
MEP2-GFP yeast: alters MEP2-GFP fluorescence in TOR pathway yeast screen. S. cerevisiae MEP2-GFP strain, flow cytometry GFP, 3 h; 100% = DMSO control level. GFP response vs DMSO, % at 10 µM. hit rate 0.51% among 330,000;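 active means GFP response versus DMSO above a set limit, roughly screen mean plus 3 SD, cut at about 180% in these data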;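 further: median GFP fluorescence of the barcode-gated MEP2-GFP cells per well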
Yeast superoxide: lowers age-related superoxide in aged yeast cells. S. cerevisiae aged cells, superoxide DHE fluorescence; stronger effect = lower value. superoxide response (% of plate mean), % at 10 µM. hit rate 0.18% among 330,000. AID 2690;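 active means superoxide response under a set limit, about three screen SD below normal, cut at about 65% in these data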;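 further: yeast aged for seven days with compound at 30 °C before DHE staining; 100% = average MFI of all compound-treated wells on the plate with controls excluded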
CIT2-GFP yeast: alters CIT2-GFP fluorescence in TOR pathway yeast screen; S. cerevisiae CIT2-GFP strain, flow cytometry, 3 h; 100 means same as DMSO wells; GFP response vs DMSO, % at 10 µM; hit rate 0.065% among 320,000;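 active means GFP response relative to DMSO above a set limit, near the screen mean plus 3 SD, cut at about 150% in these data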;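 further: ratio of well median GFP fluorescence to mean of DMSO wells on the plate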
* hit, by the source's call.

Results for O=C(Nn1c(-c2ccncc2)nc2ccccc2c1=O)c1ccc([N+](=O)[O-])cc1Cl ?
AGP1 TOR yeast: 107; AHR activator: 0; RPL19A-GFP yeast: 98; LAP4 TOR yeast: 105; Efflux pump inh: -0.1; MEP2-GFP yeast: 104; Yeast superoxide: 104; CIT2-GFP yeast: 98

What do the screens show for `CC(=O)c1c(C)n(-c2ccccc2)c2ccc(OCC(O)CN3CCOCC3)cc12` (configuration not stated)?
AGP1 TOR yeast: 99; AHR activator: 1; RPL19A-GFP yeast: 97; LAP4 TOR yeast: 99; Efflux pump inh: 0.0; MEP2-GFP yeast: 95; Yeast superoxide: 83; CIT2-GFP yeast: 98

How did O=C1CN(C(=O)CSc2nc(-c3ccc(Cl)cc3)cs2)c2ccccc2N1 do in these assays?
AGP1 TOR yeast: 98; AHR activator: 21; RPL19A-GFP yeast: 101; LAP4 TOR yeast: 92; Efflux pump inh: 0.0; MEP2-GFP yeast: 101; Yeast superoxide: 88; CIT2-GFP yeast: 102

What do the screens show for `O=c1c(Cc2ccccc2)c(O)ccn1CCc1cnc[nH]1`?
AGP1 TOR yeast: 101; AHR activator: 1; RPL19A-GFP yeast: 101; LAP4 TOR yeast: 97; Efflux pump inh: 0.0; MEP2-GFP yeast: 102; Yeast superoxide: 104; CIT2-GFP yeast: 109

Results for COC(=O)Cn1cnc2sc(C)c(S(=O)(=O)N3CCC(C)CC3)c2c1=O ?
AGP1 TOR yeast: 99; AHR activator: 2; RPL19A-GFP yeast: 99; LAP4 TOR yeast: 94; Efflux pump inh: 0.0; MEP2-GFP yeast: 99; Yeast superoxide: 94; CIT2-GFP yeast: 97

Results for Cc1ccc(S(=O)(=O)NCCNC(=O)c2ccc(C)nc2)cc1 ?
AGP1 TOR yeast: 102; AHR activator: 0; RPL19A-GFP yeast: 103; LAP4 TOR yeast: 94; Efflux pump inh: 0.1; MEP2-GFP yeast: 106; Yeast superoxide: 104; CIT2-GFP yeast: 107

What do the screens show for `Cc1ccc(C(=O)N2CCC(C(N)=O)CC2)cc1C`?
AGP1 TOR yeast: 99; AHR activator: 0; RPL19A-GFP yeast: 99; LAP4 TOR yeast: 113; Efflux pump inh: 0.1; MEP2-GFP yeast: 101; Yeast superoxide: 101; CIT2-GFP yeast: 91

How did CCCCC(=O)Nc1sc(C(=O)N(CC)CC)c(C)c1C(=O)OC do in these assays?
AGP1 TOR yeast: 97; AHR activator: 5; RPL19A-GFP yeast: 98; LAP4 TOR yeast: 102; Efflux pump inh: 0.1; MEP2-GFP yeast: 93; Yeast superoxide: 108; CIT2-GFP yeast: 96

What do the screens show for `Cc1cc(=O)[nH]c(SCC(=O)N2CCCC2)n1`?
AGP1 TOR yeast: 90; AHR activator: 1; RPL19A-GFP yeast: 91; LAP4 TOR yeast: 86; Efflux pump inh: 0.1; MEP2-GFP yeast: 93; Yeast superoxide: 110; CIT2-GFP yeast: 88

What do the screens show for `Cc1ccsc1/C=N/NC(=O)c1nnn(-c2nonc2N)c1C`?
AGP1 TOR yeast: 103; AHR activator: -2; RPL19A-GFP yeast: 100; LAP4 TOR yeast: 95; Efflux pump inh: 0.0; MEP2-GFP yeast: 101; Yeast superoxide: 109; CIT2-GFP yeast: 105

What do the screens show for `COCCNC(=O)C(c1ccco1)N(Cc1ccc(OC)cc1)C(=O)Cn1nnc2ccccc21` (configuration not stated)?
AGP1 TOR yeast: 98; AHR activator: 5; RPL19A-GFP yeast: 96; LAP4 TOR yeast: 90; Efflux pump inh: -0.2; MEP2-GFP yeast: 98; Yeast superoxide: 97; CIT2-GFP yeast: 101

How did CCOc1cc(/C=C2/NC(=O)N(CC(=O)OC)C2=O)ccc1O do in these assays?
AGP1 TOR yeast: 108; AHR activator: 2; RPL19A-GFP yeast: 101; LAP4 TOR yeast: 96; Efflux pump inh: -0.2; MEP2-GFP yeast: 104; Yeast superoxide: 93; CIT2-GFP yeast: 102

How did CC1(c2cccc3ccccc23)NC(=O)N(CC(=O)NC2CCS(=O)(=O)C2)C1=O (configuration not stated) do in these assays?
AGP1 TOR yeast: 93; AHR activator: 2; RPL19A-GFP yeast: 100; LAP4 TOR yeast: 101; Efflux pump inh: -0.2; MEP2-GFP yeast: 103; Yeast superoxide: 105; CIT2-GFP yeast: 95

What do the screens show for `CCCCCCNc1cc(C)oc(=O)c1C(C)=O`?
AGP1 TOR yeast: 84; AHR activator: 18; RPL19A-GFP yeast: 98; LAP4 TOR yeast: 97; Efflux pump inh: 0.0; MEP2-GFP yeast: 86; Yeast superoxide: 108; CIT2-GFP yeast: 83

Results for CC(=O)c1c(C)[nH]c(C(=O)Nc2cccc(S(=O)(=O)N(C)c3ccccc3)c2)c1C ?
AGP1 TOR yeast: 105; AHR activator: 28; RPL19A-GFP yeast: 99; LAP4 TOR yeast: 100; Efflux pump inh: -0.3; MEP2-GFP yeast: 95; Yeast superoxide: 116; CIT2-GFP yeast: 97

Results for COCCNC(=O)c1ccc(-n2c(SCc3cccnc3)nc3ccccc3c2=O)cc1 ?
AGP1 TOR yeast: 99; AHR activator: -2; RPL19A-GFP yeast: 93; LAP4 TOR yeast: 102; Efflux pump inh: 0.0; MEP2-GFP yeast: 91; Yeast superoxide: 84; CIT2-GFP yeast: 93

What do the screens show for `O=C(C1=C[C@H](c2ccccc2)C[C@H](OCc2ccc(CO)cc2)O1)N1CCN(Cc2ccc3c(c2)OCO3)CC1`?
AGP1 TOR yeast: 89; AHR activator: 0; RPL19A-GFP yeast: 97; LAP4 TOR yeast: 102; Efflux pump inh: 0.0; MEP2-GFP yeast: 86; Yeast superoxide: 91; CIT2-GFP yeast: 114

How did NS(=O)(=O)c1ccc(CCNC(=O)COC(=O)Cc2c(F)cccc2Cl)cc1 do in these assays?
AGP1 TOR yeast: 92; AHR activator: 0; RPL19A-GFP yeast: 106; LAP4 TOR yeast: 79; Efflux pump inh: -0.1; MEP2-GFP yeast: 109; Yeast superoxide: 108; CIT2-GFP yeast: 116

How did Cc1ccc(Cl)cc1N1CCN(C(=O)CCC(=O)O)CC1 do in these assays?
AGP1 TOR yeast: 91; AHR activator: -1; RPL19A-GFP yeast: 96; LAP4 TOR yeast: 97; Efflux pump inh: 0.1; MEP2-GFP yeast: 103; Yeast superoxide: 100; CIT2-GFP yeast: 88

How did Nc1c(Cl)ncnc1N1CCCC1 do in these assays?
AGP1 TOR yeast: 105; AHR activator: 5; RPL19A-GFP yeast: 100; LAP4 TOR yeast: 94; Efflux pump inh: 0.0; MEP2-GFP yeast: 108; Yeast superoxide: 98; CIT2-GFP yeast: 99

How did CN(C)C(CNc1nnnn1-c1ccccc1)c1ccco1 (configuration not stated) do in these assays?
AGP1 TOR yeast: 97; AHR activator: -1; RPL19A-GFP yeast: 98; LAP4 TOR yeast: 101; Efflux pump inh: 0.2; MEP2-GFP yeast: 99; Yeast superoxide: 98; CIT2-GFP yeast: 99

How did Cc1ccc(-c2csc3nnc(SCC(=O)Nc4nsc(-c5ccccc5)n4)n23)cc1 do in these assays?
AGP1 TOR yeast: 103; AHR activator: 15; RPL19A-GFP yeast: 99; LAP4 TOR yeast: 100; Efflux pump inh: -0.1; MEP2-GFP yeast: 103; Yeast superoxide: 93; CIT2-GFP yeast: 101

What do the screens show for `O=c1cc(O)c2c(=O)n(-c3ccccc3)c3c(c2o1)CCCCC3`?
AGP1 TOR yeast: 99; AHR activator: 8; RPL19A-GFP yeast: 101; LAP4 TOR yeast: 100; Efflux pump inh: -0.1; MEP2-GFP yeast: 97; Yeast superoxide: 86; CIT2-GFP yeast: 106

What do the screens show for `COc1ccc(NC(=S)Nc2ccccc2)c(OC)c1`?
AGP1 TOR yeast: 94; AHR activator: 4; RPL19A-GFP yeast: 105; LAP4 TOR yeast: 86; Efflux pump inh: 1.1*; MEP2-GFP yeast: 101; Yeast superoxide: 104; CIT2-GFP yeast: 97

Results for COc1ccc(NC(=O)CSCC(=O)N(C)Cc2cccc(OC)c2OC)cc1 ?
AGP1 TOR yeast: 104; AHR activator: -1; RPL19A-GFP yeast: 101; LAP4 TOR yeast: 100; Efflux pump inh: -0.1; MEP2-GFP yeast: 103; Yeast superoxide: 94; CIT2-GFP yeast: 104

Results for Cc1nn(CC(=O)NN)c(C)c1Br ?
AGP1 TOR yeast: 99; AHR activator: 3; RPL19A-GFP yeast: 98; LAP4 TOR yeast: 109; Efflux pump inh: 0.1; MEP2-GFP yeast: 106; Yeast superoxide: 103; CIT2-GFP yeast: 95

How did OC1CCN(Cc2nc(Cc3ccccc3Cl)no2)CC1 do in these assays?
AGP1 TOR yeast: 98; AHR activator: 0; RPL19A-GFP yeast: 104; LAP4 TOR yeast: 113; Efflux pump inh: 0.1; MEP2-GFP yeast: 107; Yeast superoxide: 98; CIT2-GFP yeast: 98

Results for Cc1nn(-c2ccccc2)c(Cl)c1/C=N/NC(=O)c1ccccc1NS(=O)(=O)c1cccs1 ?
AGP1 TOR yeast: 94; AHR activator: 4; RPL19A-GFP yeast: 100; LAP4 TOR yeast: 88; Efflux pump inh: -0.1; MEP2-GFP yeast: 97; Yeast superoxide: 108; CIT2-GFP yeast: 96

Results for CCc1ccc(Nc2nc(C)cc(C)n2)cc1 ?
AGP1 TOR yeast: 98; AHR activator: 21; RPL19A-GFP yeast: 103; LAP4 TOR yeast: 96; Efflux pump inh: 0.0; MEP2-GFP yeast: 111; Yeast superoxide: 102; CIT2-GFP yeast: 100

How did COc1ccc(NC(=O)C2CCCN(c3c4c(nc5ncnn35)CCC4)C2)cc1OC (configuration not stated) do in these assays?
AGP1 TOR yeast: 97; AHR activator: 13; RPL19A-GFP yeast: 96; LAP4 TOR yeast: 100; Efflux pump inh: 0.1; MEP2-GFP yeast: 94; Yeast superoxide: 115; CIT2-GFP yeast: 100

How did O=C(Nc1ccc(F)cc1)c1cccnc1Oc1ccccc1 do in these assays?
AGP1 TOR yeast: 92; AHR activator: 4; RPL19A-GFP yeast: 104; LAP4 TOR yeast: 84; Efflux pump inh: 0.3; MEP2-GFP yeast: 93; Yeast superoxide: 103; CIT2-GFP yeast: 107

Results for CCN1CCN(C(=O)CSCc2nc(-c3ccc(OC)c(OC)c3)oc2C)CC1 ?
AGP1 TOR yeast: 104; AHR activator: 1; RPL19A-GFP yeast: 98; LAP4 TOR yeast: 103; Efflux pump inh: -0.1; MEP2-GFP yeast: 101; Yeast superoxide: 95; CIT2-GFP yeast: 101

Results for COc1ccccc1N(CN1CCCC1=O)C(=O)c1c(F)cccc1Cl ?
AGP1 TOR yeast: 106; AHR activator: -2; RPL19A-GFP yeast: 103; LAP4 TOR yeast: 103; Efflux pump inh: 0.2; MEP2-GFP yeast: 104; Yeast superoxide: 89; CIT2-GFP yeast: 107

What do the screens show for `COc1cccc(C2CC(c3ccc(C)cc3)n3nc(N)nc3N2)c1` (configuration not stated)?
AGP1 TOR yeast: 98; AHR activator: 0; RPL19A-GFP yeast: 95; LAP4 TOR yeast: 103; Efflux pump inh: 0.2; MEP2-GFP yeast: 103; Yeast superoxide: 114; CIT2-GFP yeast: 94

How did O=C1CN(C(=O)c2ccccc2Cl)c2ccccc2N1 do in these assays?
AGP1 TOR yeast: 107; AHR activator: -1; RPL19A-GFP yeast: 109; LAP4 TOR yeast: 103; Efflux pump inh: 0.0; MEP2-GFP yeast: 109; Yeast superoxide: 104; CIT2-GFP yeast: 105

How did CCCCCC[N+](C)(C)CC/C=C1/c2ccccc2Sc2ccc(Cl)cc21 do in these assays?
AGP1 TOR yeast: 103; AHR activator: -3; RPL19A-GFP yeast: 101; LAP4 TOR yeast: 104; Efflux pump inh: 0.1; MEP2-GFP yeast: 111; Yeast superoxide: 107; CIT2-GFP yeast: 102

Screening data: PubChem BioAssay, several laboratories
